GDH-TPI inh = inhibits GDH-TPI coupling enzymes, artifact for Mtb FBA screen | GDH-TPI coupled enzyme counterscreen, NADH absorbance | inhibition, % at 4.8 µM | 360,000 tested, 1.2% active; in the data active = inhibition above about 30%;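 note: 0% = DMSO wells and 100% = wells lacking the enzyme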
FBA Mtb inh = inhibitors of M. tuberculosis fructose-bisphosphate aldolase. purified M. tuberculosis FBA, fluorescence read-out. inhibition, % at 1 µM. 360,000 tested, 2.3% active. AID 588726; in the data active = inhibition above about 27%;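 note: 0% = vehicle and 100% = reference inhibitor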
Yp Topo-I inh = inhibitors of Yersinia pestis topoisomerase I | Y. pestis Topo-I cleavage product accumulation, plate reader | activity, % at 10 µM | 360,000 tested, 0.064% active | AID 504884; in the data active = activity above about 50%, passing the limit was not always enough; inconclusive = no clear call, values can overlap the other calls; note: inactives centre near 2
FadD28 binding = inhibitors of Mycobacterium tuberculosis FadD28 bisubstrate binding. FadD28 bisubstrate probe binding, fluorescence polarization. inhibition, % at 12.5 µM. 360,000 tested, 0.22% active; in the data active = inhibition above about 8.5%, passing the limit was not always enough; inconclusive = no clear call, values can overlap the other calls
Mtb BioA inh = inhibitors of Mycobacterium tuberculosis BioA enzyme; purified M. tuberculosis BioA enzyme, plate reader; 360,000 tested, 0.096% active; inhibition, % at 9.99 µM; in the data active = inhibition above about 40%; inconclusive = no clear call, values can overlap the other calls
UGM FP inh = Mtb UDP-galactopyranose mutase inhibition. purified UGM, fluorescence polarization probe displacement. inhibition, % at 10 µM. 320,000 tested, 0.06% active. P9WIQ1; in the data active = inhibition above about 10%, passing the limit was not always enough; inconclusive = no clear call, values can overlap the other calls
TcdB GH inh = blocks C. difficile toxin B glycohydrolase activity; TcdB glycohydrolase enzymatic assay, plate reader; inhibition, % at 9.99 µM; 350,000 tested, 0.24% active; AID 652162; in the data active = inhibition above about 10%
PfHsp40 rescue = rescue of PfHsp40-mediated yeast toxicity; 340,000 tested, 0.68% active; growth rescue, % at 12.5 µM; S. cerevisiae expressing PfHsp40, growth rescue, ATP luminescence; AID 504582; in the data active = growth rescue above about 28%, passing the limit was not always enough; inconclusive = no clear call, values can overlap the other calls;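 note: yeast W303a lacking pdr1 and pdr3 grown in galactose medium; growth measured after three days at 30 °C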
Vc quorum ag = induces V. cholerae light production without autoinducers; V. cholerae BH1578 lux reporter, luminescence, 6 h; activation, % at 18.7 µM; 350,000 tested, 0.16% active; AID 588436; in the data active = activation mostly above about 9.7%, no sharp cut-off; inconclusive = no clear call, values can overlap the other calls; inactive = mostly below about 3.7%; note: not every result past the cut was called active; inactives centre near 0; reference of the scale not given here
* marks the source's active call; other numbers are inactive results; i = inactive; ? = inconclusive; . = not tested or not shown.

SMILES	GDH-TPI inh	FBA Mtb inh	Yp Topo-I inh	FadD28 binding	Mtb BioA inh	UGM FP inh	TcdB GH inh	PfHsp40 rescue	Vc quorum ag
c1ccc(-c2noc(C34CC5CC(CC(C5)C3)C4)n2)cc1	-9.4	1.7	6.4	-2.5	0.0	1.8	.	1.8	i
COc1ccc(SCCCn2c(=O)c3c(ncn3C)n(C)c2=O)cc1	-6.2	0.7	3.3	-1.6	-5.4	1.5	2.1	-1.3	-0.2
O=C(N/N=C/c1ccc[nH]1)c1ccc([N+](=O)[O-])cc1	20.2	0.2	-0.3	-4.5	-1.9	-0.5	-0.8	-1.0	-0.1
O=C(Nc1ccc(C(=O)N2CCCCC2)cc1)c1ccc(Br)cc1	17.9	-2.8	13.8	0.6	-0.7	-0.7	.	0.5	-2.4
Cc1ccc(-c2nc(CS(=O)(=O)CC(=O)NC3CC3)c(C)o2)cc1	-3.1	0.0	-3.3	0.1	-0.4	0.1	1.2	-1.0	-0.3
COc1ccc(-c2csc(Nc3ccc(S(=O)(=O)Nc4cc(OC)nc(OC)n4)cc3)n2)cc1	18.9	-1.6	-2.0	11.9*	3.6	-2.1	.	0.5	-0.6
CCOc1ccc(S(=O)(=O)NCCC2=CCCCC2)c2ccccc12	2.5	-2.3	29.9	-5.3	-0.5	.	.	2.5	i
CC1=C(C(=O)N2CCOCC2)CC(CC(=O)NCc2cccc3ccccc23)C(=O)N1Cc1ccccc1 (stereo unspecified)	4.3	-0.3	25.1	-0.4	.	.	1.5	.	-0.3
Cc1ccc(NC(=S)NCCN2CCOCC2)cc1F	2.5	-0.4	6.5	-1.4	1.9	1.3	2.7	-1.1	-0.6
CCN(CC)CCn1c(=N)n(CCOc2ccccc2)c2ccccc21	-7.8	0.2	13.7	0.4	1.7	3.8	0.4	-0.6	i
COc1ccc(Br)cc1/C=N/Nc1ccc(Cl)c(C(=O)O)c1	2.5	3.2	0.6	4.1	2.4	-0.5	-3.2	0.6	-0.2
CCOc1ccc(CCNC(=O)COC(=O)/C=C/c2ccc(C)o2)cc1OCC	22.6	-0.3	17.8	0.3	-0.9	4.5	0.3	0.1	-2.5
O=C(O)c1ccc2c(=O)n3c(nc2c1)/C(=C/c1ccc(OC(F)F)cc1OC(F)F)CC3	6.4	2.5	-2.4	-15.1	5.8	-0.6	1.1	-0.7	0.9
COC(=O)c1c(NC(=O)c2ccco2)sc2c1C(C(=O)OC)CC2 (stereo unspecified)	20.9	1.4	2.5	-2.0	-3.0	0.3	.	-2.9	i
c1ccc(-n2nnnc2SCc2cn3cccnc3n2)cc1	6.3	43.4*	-5.9	0.0	3.5	.	.	-1.0	i
Cc1ccc2c(c1)c1c3n2CCN(C=O)C3CCC1 (stereo unspecified)	0.0	4.3	5.7	1.7	-0.1	1.5	-0.1	1.6	-1.2
O=C1CN(C(=O)OCc2ccccc2)c2ccccc2N1	-0.4	0.0	9.5	-4.6	1.1	-0.1	.	-0.1	i
CC(NS(=O)(=O)c1ccc(OCC(=O)N2CCOCC2)c(Cl)c1)c1ccccc1 (stereo unspecified)	0.8	1.2	2.7	-1.4	-1.5	4.2	.	0.5	i
CCN(CC)S(=O)(=O)c1ccc(NC(=O)COC(=O)c2ccc(-n3nc(C)cc3C)cc2)cc1	4.0	4.9	0.4	2.6	-3.3	-3.0	-0.9	1.0	-6.2
Cc1cccc(NC(=O)c2cccc(NC3=NC4CS(=O)(=O)CC4S3)c2)c1 (stereo unspecified)	0.0	0.3	0.4	-1.5	-2.1	2.5	0.4	0.7	-0.3

Entries of single compounds, looked up by structure.
Entry for CCN(CC)CCn1c(=N)n(CCOc2ccccc2)c2ccccc21 → GDH-TPI inh: -7.8; FBA Mtb inh: 0.2; Yp Topo-I inh: 13.7; FadD28 binding: 0.4; Mtb BioA inh: 1.7; UGM FP inh: 3.8; TcdB GH inh: 0.4; PfHsp40 rescue: -0.6; Vc quorum ag: i
Entry for Cc1ccc(NC(=S)NCCN2CCOCC2)cc1F → GDH-TPI inh: 2.5; FBA Mtb inh: -0.4; Yp Topo-I inh: 6.5; FadD28 binding: -1.4; Mtb BioA inh: 1.9; UGM FP inh: 1.3; TcdB GH inh: 2.7; PfHsp40 rescue: -1.1; Vc quorum ag: -0.6

Further records
SMILES	GDH-TPI inh	FBA Mtb inh	Yp Topo-I inh	FadD28 binding	Mtb BioA inh	UGM FP inh	TcdB GH inh	PfHsp40 rescue	Vc quorum ag
O=C(CNC(=O)c1ccc(Cl)cc1Cl)OCc1nc2ccccc2s1	5.5	0.1	12.7	-0.7	.	-2.2	0.1	0.6	-0.3
CC(C)c1cc(NCCN2CCOCC2)n2c(nc3ccccc32)c1C#N	-10.6	0.9	2.0	-4.6	.	.	1.4	0.6	i
Cc1ccc(NC(=O)C2CCN(S(=O)(=O)c3ccc4[nH]c(=O)oc4c3)CC2)cc1F	8.6	2.7	-12.6	-0.4	0.0	0.3	0.7	-0.1	-0.3
Cc1cc(Cl)ccc1OC(C)C(=O)Nc1ccc(C(=O)Nc2ccccc2C(=O)O)cc1 (stereo unspecified)	5.2	0.6	14.0	-28.1	9.1	3.9	1.1	51.7*	-0.7
Cc1ccc(N(CC(=O)NC2CCCCC2)C(=O)CNC(=O)c2ccco2)c(C)c1	-3.8	2.2	0.4	-2.9	-0.1	?	-0.5	2.8	4.8
OCCc1ccc(-c2ccc(Cl)cc2)o1	-8.0	1.1	9.2	0.9	-3.3	3.8	.	-2.2	i
NC(c1csc(Nc2ccc(C(=O)c3ccccc3)cc2)n1)c1ccccc1Cl (stereo unspecified)	12.8	2.0	-12.8	-1.8	-1.1	.	1.3	.	-0.4
CCCOc1ccc(N2C(=O)CC(N3CCN(c4ccccc4OC)CC3)C2=O)cc1 (stereo unspecified)	-10.9	-0.5	19.4	-3.1	-0.9	-0.3	0.1	4.5	-0.4
CCN(CC(=O)Nc1c(F)cccc1F)C(=O)CNC(=O)C1CCCCC1	6.6	4.5	-3.0	1.2	0.6	-0.6	1.6	0.5	-0.7
COC(=O)/C(=C1/Oc2cc(C)oc(=O)c2S1)C(F)(F)F	8.6	-2.2	-9.8	-3.8	1.7	-1.4	0.6	-1.1	i
Cn1cc(Cl)c(C(=O)OCC(=O)Nc2ccc(S(N)(=O)=O)cc2)n1	2.3	5.4	-1.5	-1.1	-2.0	.	-3.6	-1.6	i
Cc1csc2ncc(C(=O)NC(C)c3ccccc3)c(=O)n12 (stereo unspecified)	21.9	62.6*	6.0	-4.9	0.0	2.9	0.1	-0.3	i
CCOC(=O)CNC(=O)C1CCC(CNS(=O)(=O)c2cccc3nsnc23)CC1 (stereo unspecified)	8.9	0.4	6.2	-1.4	-1.1	0.9	-0.9	-0.9	-0.2
Cc1nc2ccc(S(=O)(=O)N(C)CC(=O)N3CCc4ccccc4C3)cc2s1	14.4	-1.2	0.1	0.6	2.5	-0.5	.	-0.1	0.0
CC(=O)c1c(C)n([O-])c2cc(C)ccc2[n+]1=O	1.9	2.0	-2.8	-0.2	1.5	1.3	.	-1.9	0.8
Cc1ccc(NC(=O)CSc2nnc(Cn3c(=O)sc4ccccc43)n2C)cc1	15.8	7.2	1.9	-1.2	-1.0	0.7	1.1	1.8	-0.1
Cc1cc(C)nc(NS(=O)(=O)c2ccc(NC(=O)C3CC3)cc2)n1	6.5	-1.3	-14.3	0.7	-0.4	-0.3	0.7	-1.0	0.2
CS(=O)(=O)c1nc(-c2ccc(Br)cc2)n[nH]1	3.1	0.4	-1.7	-0.8	0.8	0.8	-1.3	-0.8	0.3
Cc1ccc(CC(=O)NNC(=O)c2ccncc2)cc1C	2.5	-2.0	9.4	-1.0	-0.9	-1.2	1.1	-0.1	i
CSc1ccc(Cl)c(C(=O)Nc2ccc(C)cn2)c1	2.4	1.6	4.5	0.2	3.3	1.1	2.0	-0.7	0.2
COC(=O)CC/C(=N/Nc1ccc(Cl)c(Cl)c1)C(=O)OC	7.0	0.4	1.4	1.5	.	3.4	-0.8	-0.9	i
CCN1CCN(S(=O)(=O)c2ccc(Cl)c(C(=O)Nc3ccccc3N3CCCCC3)c2)CC1	8.5	1.6	-10.2	0.4	-1.4	-2.1	0.0	0.7	-0.3
CN(C)Cc1nc2c(c(=O)[nH]1)C(C)(C)Cc1ccccc1-2	-9.4	1.9	2.2	-3.7	-1.1	4.1	.	-1.4	.
Cc1ccc(NC(=O)C(C)c2cccc(C(=O)c3ccccc3)c2)cc1 (stereo unspecified)	3.3	-0.5	-6.9	-4.5	.	1.0	.	0.3	-1.1
COc1ccccc1C(=O)NC(=O)COC(=O)c1ccc([N+](=O)[O-])cc1Cl	-11.3	4.2	-11.8	-2.1	.	-2.7	3.0	0.5	i
Cc1ccc(C(=O)NCCSc2snnc2C)cc1	-1.4	2.9	7.6	-0.6	2.7	-0.3	.	-0.8	i
Cc1ccc(C(=O)Nc2nc3ccccc3n3nnnc23)cc1	21.3	0.3	0.5	-0.7	.	1.0	.	-0.1	i
NS(=O)(=O)c1cccc(NC(=O)COC(=O)CSCc2ccccc2)c1	1.3	3.0	-11.8	-0.3	0.1	-2.0	0.9	0.6	-1.3
Cc1[nH]nc2nc(SCC(=O)NCC3CCCO3)n(-c3ccc(Br)cc3)c(=N)c12 (stereo unspecified)	-4.2	12.8	13.5	-3.3	6.0	1.9	.	0.3	1.8
Cc1ccc(C)c2nc3sc(C(=O)O)cc3cc12	4.4	23.9	3.1	-6.6	.	1.2	3.4	-0.5	-0.3
O=C(Cc1ccccc1)NNC(=S)NC(=O)c1cccnc1	-2.3	-1.1	-7.4	-2.4	-0.1	0.2	18.8*	-0.6	-0.3
Cc1cccc(C(=O)Nc2nnc(SCC(=O)NC3CC3)s2)c1	10.3	0.6	-3.5	.	-0.1	-3.1	1.6	-0.4	-0.3
O=C1C(O)=C(O)C(=O)c2ccccc21	15.7	6.4	-9.2	-0.3	1.1	0.0	-8.1	0.1	-0.3
CCOc1cc(C(=O)Nc2ccccc2F)cc(Br)c1OCC	0.0	-1.5	19.2	1.0	.	2.1	1.2	-1.2	-3.6
COc1ccc(S(=O)(=O)Nc2ccccc2C(=O)N2CCOCC2)cc1C	1.5	-0.6	-6.8	-0.7	-1.2	-0.1	-0.7	-0.6	-4.0
Cc1cc(NC(=S)NC(=O)C2CC2)ccc1Br	-8.2	-0.3	-1.6	-3.9	.	-1.5	.	9.3	1.4
CNC(=S)N1CCC(C(=O)c2ccc(Cl)cc2)CC1	-3.6	0.9	-6.3	-3.7	3.7	.	1.7	.	0.5
Cc1ccc(S(=O)(=O)Nc2ccc(Nc3ccccc3)cc2)cc1	18.6	-1.5	-3.8	0.1	-0.5	0.8	1.0	1.9	i
CCCc1nc(-c2ccccc2O)n(-c2ccccc2)n1	9.3	4.4	8.9	0.7	0.8	-1.2	.	-0.1	-9.8
Cc1ccc(O)c(C2=NOC(O)(C(F)(F)F)C2)c1 (stereo unspecified)	6.0	3.0	-0.3	-1.0	-1.5	0.7	.	-0.6	-16.7
C=CCn1c(SCC(=O)NC2CCCCC2)nnc1-c1cccnc1	0.7	4.9	0.3	-1.9	-0.5	1.9	2.4	0.9	i
COc1ccc(NC(=O)CC2SC(=N)N(c3ccccc3)C2=O)c(OC)c1 (stereo unspecified)	0.6	-3.0	-7.3	1.2	.	0.7	3.1	0.3	-0.7
CCc1cccc2c(C#N)cn(CC(=O)NCCOC)c12	-6.5	-0.2	0.3	-4.6	.	-2.7	.	-1.3	i
Cc1cc(S(=O)(=O)N2CCCC2)ccc1OCC(=O)NCc1ccccn1	1.5	1.0	1.7	.	1.7	-0.6	1.5	19.3	0.2
C/C=C/C=[N+](\[O-])C(C)/C(=N/O)c1ccc(F)cc1 (stereo unspecified)	14.8	-4.0	8.4	-1.2	-0.1	-0.2	.	-0.5	i
Cc1ccc(NC(=S)N2CCC(C(=O)c3ccc(F)cc3)CC2)cc1C	6.5	0.4	4.9	-0.1	1.2	.	0.9	1.5	i
Cc1c(NS(=O)(=O)c2cccc(C(=O)Nc3cccc(F)c3)c2)c(=O)n(-c2ccccc2)n1C	5.6	3.3	3.9	-4.5	2.3	.	3.8	1.0	-5.6
O=C(COc1cccc2ccccc12)Nc1cc(Cl)ccc1C(=O)O	2.4	23.9	3.4	-11.9	2.0	-0.3	-6.2	1.1	-0.3

Compound activity from PubChem.
